Screens as filed in PubChem BioAssay.
GPR151 ag: activates the human receptor GPR151. Q8TDV0. PathHunter beta-arrestin GPR151 cells, luminescence. activation, % at 11.2 µM. 650,000 compounds, 1% hits. AID 1508602; in the data active means activation above about 4.9%;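 further: 0% = median of compound wells and 100% = cells with positive control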
Target sequence (Q8TDV0 whole entry, looked up): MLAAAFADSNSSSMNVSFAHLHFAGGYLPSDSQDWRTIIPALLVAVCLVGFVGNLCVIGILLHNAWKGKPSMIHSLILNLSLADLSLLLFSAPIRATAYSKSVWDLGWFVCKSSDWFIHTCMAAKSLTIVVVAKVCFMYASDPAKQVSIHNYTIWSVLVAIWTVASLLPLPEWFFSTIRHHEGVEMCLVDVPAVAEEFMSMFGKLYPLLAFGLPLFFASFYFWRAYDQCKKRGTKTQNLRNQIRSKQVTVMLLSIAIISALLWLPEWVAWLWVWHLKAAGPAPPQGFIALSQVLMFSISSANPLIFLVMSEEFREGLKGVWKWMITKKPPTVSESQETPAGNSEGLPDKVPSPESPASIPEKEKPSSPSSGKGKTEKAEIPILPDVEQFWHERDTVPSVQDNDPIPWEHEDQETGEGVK
TEAD-YAP inh: TEAD-YAP interaction inhibition | HEK-TIYL cells, TEAD-Gal4/YAP UAS-luciferase luminescence | inhibition, % at 9.12 µM | 640,000 compounds, 1.4% hits | AID 1259422; in the data active means inhibition above about 32%;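 further: 0% = median of test compound wells and 100% = reference inhibitor wells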
MITF inh: blocks human microphthalmia-associated transcription factor. O75030. AlphaScreen MITF homodimerization, bead proximity signal. inhibition, % at 2.6 µM. 650,000 compounds, 0.91% hits; in the data active means inhibition above about 50%;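 further: 0% = vehicle wells with protein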
Target sequence (O75030 whole entry, looked up): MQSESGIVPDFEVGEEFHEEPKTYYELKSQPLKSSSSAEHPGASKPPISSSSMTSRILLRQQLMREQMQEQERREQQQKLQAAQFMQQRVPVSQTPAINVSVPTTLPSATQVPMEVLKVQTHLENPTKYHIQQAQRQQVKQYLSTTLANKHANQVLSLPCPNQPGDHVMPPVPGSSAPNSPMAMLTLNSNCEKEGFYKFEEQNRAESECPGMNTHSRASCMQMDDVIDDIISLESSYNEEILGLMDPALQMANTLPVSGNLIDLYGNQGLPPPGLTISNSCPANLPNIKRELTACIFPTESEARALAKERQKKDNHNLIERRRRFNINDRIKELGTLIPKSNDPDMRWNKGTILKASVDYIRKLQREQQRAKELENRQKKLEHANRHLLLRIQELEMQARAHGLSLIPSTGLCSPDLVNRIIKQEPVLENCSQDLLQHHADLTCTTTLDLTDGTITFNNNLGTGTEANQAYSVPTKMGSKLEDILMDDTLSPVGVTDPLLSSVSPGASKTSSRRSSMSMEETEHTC
FBW7 act: activators of human E3 ligase FBW7; 650,000 compounds, 0.13% hits; normalized activity (activation), % at 26.1 µM; AlphaScreen FBW7–phospho-cyclin E peptide binding, activator screen; Q969H0; AID 1259310; in the data active means normalized activity above about 1.9%;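 further: purified mutant Fbw7 with reduced substrate affinity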
* hit, by the source's call; . = not tested or not shown; & = joins results of further samples.

Second line of a record – GPR151 ag	TEAD-YAP inh	MITF inh	FBW7 act
- COc1ccc(-n2c3c(cc(C#N)c2=O)C(=O)CCC3)cc1
 : -0.1	-7.5	8.0	0.1
- COc1ccc2c(c1)-c1nc(/N=C/c3ccc(C)o3)sc1CC2
 : 1.5	3.3	7.4	-0.5
- O=C(COC(=O)C1CC(=O)N(c2ccccc2)C1)c1ccc(-c2ccccc2)cc1 (stereo not given)
 : 3.6	16.6	10.1	1.2
- CS(=O)(=O)N1CCc2nc(-c3ccncc3)nc(N3CCCC3)c2C1
 : -1.1	2.5	-16.3	0.0
- CCOc1ccc(/C=N/NC(=O)Cn2cncn2)cc1
 : -0.8	3.0	7.5	0.3
- COc1cccc(CN2CCN(C(=O)c3cccc(Cl)c3)CC2)c1
 : -0.3	-0.1	57.6*	0.1
- CCCS(=O)(=O)N1CCc2ccc(NC(=O)c3ccc(F)c(F)c3)cc2C1
 : -0.9	5.3	0.1	0.1
- Nc1nnc(SCC(=O)c2ccc(Cl)s2)s1
 : -1.1	-5.8	0.5	0.5
- CCCCc1ccc(N=CNO)c(C)c1
 : 2.4	.	-15.1	.
- Cc1ccc(N2C(=O)CSC2c2ccccc2C(F)(F)F)cc1 (stereo not given)
 : -0.7	2.2	6.3	0.2
- COc1ccccc1C1CC(=O)C2=C(C1)NC(C)=C(C(=O)OC(C)C)C2c1cccs1 (stereo not given)
 : -2.3	15.4	8.7	0.1
- CCCN1C(=O)/C(=C/c2ccc(OC)c(C)c2OC)NC1=S
 : 0.9	-15.1	11.7	-0.1
- CC(=O)N/C(=N\c1nc(C)cc(C)n1)Nc1ccccc1Cl
 : 0.3&0.7	-0.7&1.8	4.3&4.1	0.6&0.0
- CCN(CCNS(=O)(=O)c1ccc2c(c1)n(C)c(=O)c(=O)n2C)c1ccccc1
 : -0.1	-1.2	-1.5	0.1
- O=C(Cn1nnnc1CN1CCCCCC1)NC(c1ccco1)C(F)(F)F (stereo not given)
 : 0.2	-3.0	11.0	0.0
- CC(C)N(Cc1nccn1C)c1nc2nonc2nc1NC1CCCC1
 : -0.8	-10.3	-3.7	-0.2
- CC(=O)NC1(c2ccccc2)CCN(CCN2CCOCC2)CC1
 : 0.1	-3.3	-5.7	-0.1
- Cc1ccc(-n2nc3cc(C)c(NC(=O)c4ccc(Br)o4)cc3n2)cc1
 : -1.8	-5.5	-1.4	0.2
- OC[C@H]1O[C@H](c2ccc3c(c2)OCO3)C=C[C@@H]1Oc1ccc(C2CCCC2)cc1
 : 0.1	.	17.7	0.5
- CCc1ccc(-n2c(SC(CC)C(=O)NCCOC)nc3n[nH]c(C)c3c2=N)cc1 (stereo not given)
 : 0.8	10.9	3.0	0.3
- O=C(COC(=O)c1ccccc1NC(=O)c1ccco1)NC1CCCc2ccccc21 (stereo not given)
 : -0.7	-1.0	6.0	0.1
- Cc1ccc(CSc2nc(=O)n(Cc3ccncc3)c3c2CCC3)cc1
 : -0.2	17.6	10.3	0.1
- CC1(C)NC(=O)N(CC(O)CN2CCCC2)C1=O (stereo not given)
 : 0.8	3.2	9.6	0.5
- Cc1ccccc1N1C(=O)c2cccnc2C1=O
 : -0.5	-4.7	15.1	-1.2
- O=C(Cc1ccc([N+](=O)[O-])cc1)N/N=C/c1cc([N+](=O)[O-])ccc1O
 : 2.3	14.9	3.5	-0.3
- Cc1ocnc1C(=O)N1CCC(C(=O)Nc2cccc(-c3ccco3)c2)CC1
 : 3.1	8.2	7.5	0.2
- CC1CCc2c(sc3nc(CN4CCOCC4)n(Cc4ccc(C#N)cc4)c(=O)c23)C1 (stereo not given)
 : -0.1	-12.8	-2.4	0.1
- CN1CCN(c2ccc(-c3cccc(C(=O)NCc4ccccc4)n3)cc2)CC1
 : -0.7	-11.7	8.4	0.1
- CCCCCNc1nnnc2c1sc1nc(N3CCOCC3)c3c(c12)CC(C)(C)OC3
 : -0.2	6.2	12.1	-0.1
- O=C(NC1CCN(Cc2ccccc2)CC1)c1csc(Nc2ccc(-n3ccnc3)cc2)n1
 : -1.8	3.3	6.0	-0.1

(further entries)
Second line of a record – GPR151 ag	TEAD-YAP inh	MITF inh	FBW7 act
- Cc1onc(-c2ccccc2Cl)c1C(=O)NCC1CN(c2ccccc2)C(=O)O1 (stereo not given)
 : -0.4	4.5	0.1	0.0
- COc1ccccc1OCc1cc(C(=O)N2CCCC(OCc3cccnc3)C2)no1 (stereo not given)
 : 0.1	-63.9	-2.8	-0.1
- Cc1ccc(CNC(=O)CCCCCn2c(SCc3cccc([N+](=O)[O-])c3)nc3ccsc3c2=O)cc1
 : 0.6	1.5	21.7	0.2
- Cn1ncc([N+](=O)[O-])c1C(=O)O
 : -0.5	3.9	9.4	0.0
- CCCOc1ccc(N/C=C/C(=O)c2ccc(C)o2)cc1
 : -1.3	-18.4	6.2	0.2
- CCOc1ccc2nc(N3CCCN(Cc4cccc(C(C)=O)c4)CC3)nc(C)c2c1
 : 2.8	7.7	-5.8	0.3
- COC(=O)C1=C(C)N(CCC2=CCCCC2)C(=O)/C1=C\c1ccc(C(=O)OC)cc1
 : 0.1	1.3	44.0	0.2
- O=C1C2CC(Br)C(Br)CC2C(=O)N1c1cccc2ccccc12 (stereo not given)
 : -0.1	-3.7	15.3	-0.2
- CCN1CCN(C2CC(=O)N(c3ccccc3)C2=O)CC1 (stereo not given)
 : 1.0	11.3	8.8	-0.1
- CC(C)(C)n1nc2c(c1NC(=O)c1ccccc1F)CS(=O)C2 (stereo not given)
 : 1.6	10.6	5.7	0.2
- COCCCNc1nc2nonc2nc1N(C)CCOC
 : 1.4	3.7	1.1	-0.2
- Cc1cccc(Cc2c(C)nc3c(C(=O)N4CCN(c5cccc(Cl)c5)CC4)cnn3c2C)c1
 : -0.4	3.3	9.1	-0.1
- CN(C)CC(C)(O)c1ccc2c(c1)CN(C(=O)c1ccc(=O)[nH]c1)CCO2 (stereo not given)
 : 1.0	-14.6	5.0	0.0
- CC(C)Cc1c(C#N)c(-c2ccccc2)[nH]c(=S)c1C#N
 : -2.2	-10.5	-7.6	0.0
- COC(=O)C1C(=O)NC(SCC(=O)Nc2ccc(Br)cc2)=C(C#N)C1c1ccccc1OC (stereo not given)
 : 0.1	12.0	-10.4	0.0
- COc1ccc(C(=O)NNC(=O)c2cc3n(n2)C(C(F)(F)F)CC(C2CC2)N3)cc1 (stereo not given)
 : -0.2	-11.3	-1.1	0.0
- CC1CCN(CCCNC(=O)CCn2c(=S)oc3ccccc32)CC1
 : 0.5	1.6	0.5	-0.1
- CCc1ccccc1Nc1nc(-c2ccccn2)cs1
 : -2.5	31.5	7.8	-0.9
- N#CCCn1cc(CNCc2ccccc2)c(-c2ccc(F)cc2)n1
 : 0.1	3.5	8.1	-0.1
- CCOC(=O)c1ccc(NC(=O)CSc2nnc3[nH]c(=O)ccn23)cc1
 : 2.6	15.6	-8.8	0.0
- N/C(=N\OC(=O)c1ccc(F)cc1)c1cccc(Br)c1
 : 0.0	-2.4	-4.7	-0.1
- Cn1cnc2c(=O)oc3ccccc3c21
 : 1.6	10.4	1.1	0.1
- O=c1c(-c2ccccc2)c(N2CCCC2)c1=O
 : 2.1	-0.3	4.7	-0.1
- CCOC(=O)c1c(N)sc(C(=O)NC)c1CSc1nc2ccccc2n1CCC#N
 : -0.9	0.6	-7.0	-0.1
- Cc1cccc(NC(=O)CN2C(=O)N/C(=C/c3cc4c(cc3Cl)OCO4)C2=O)c1
 : -0.1	2.0	-0.3	-0.1
- CC(C)Cc1nc(N2CCOCC2)c2nnn(Cc3ccccc3)c2n1
 : 1.8	1.1	0.5	0.0
- COc1cccc(C(=O)NCC(C)C)c1
 : 0.8	5.6	-2.2	0.2
- Cc1nn(Cc2ccccc2)c(C)c1NC(=O)CCCn1nc([N+](=O)[O-])c(Cl)c1C
 : 0.5	-14.1	-5.1	-0.2
- COc1cccc(CN2CCC(C(=O)NC3CCCCCC3)CC2)c1
 : -0.1	5.0	65.1*	0.1
- c1ccc(-c2csc(N3CCN(Cc4ccc5c(c4)OCO5)CC3)n2)cc1
 : -1.8	-20.2	31.1	0.1

The listing continues:
Second line of a record – GPR151 ag	TEAD-YAP inh	MITF inh	FBW7 act
- CCOc1ccccc1C(=O)Nc1cc2c(cc1C(C)=O)OCO2
 : 0.5	8.3	-11.2	0.4
- O=S(=O)(NCCSc1nnnn1-c1ccccc1)c1ccc(F)cc1
 : 0.6	9.8	7.4	0.1
- NC(=O)NC(c1ccccc1)c1cccc(Br)c1 (stereo not given)
 : -0.3	8.6	-14.4	0.7
- Cc1sc(NC(=O)C(C)C)c(C(=O)O)c1C
 : -1.2	10.6	16.9	0.0
- C/C(=C\COc1ccc2ccc(=O)oc2c1)CC/C=C(\C)CCC(=O)C(C)(C)O
 : 0.0	9.8	6.0	0.1
- CC1(C)CC(=NOC(=O)c2ccccc2)CC(C)(C)N1[O]
 : -0.7	-0.6	13.4	0.3
- CCOC(=O)C1CCN(C2CCCC(C)C2)CC1 (stereo not given)
 : -0.5	-3.2	0.5	-0.1
- COc1ccc(C(=O)NC(C(=O)OCC(=O)c2ccc(Cl)cc2)C(C)C)cc1OC (stereo not given)
 : 0.4	3.5	-2.8	0.0
- Cc1ccc(C)c(S(=O)(=O)N2CCCC2CNC(=O)C(=O)Nc2ccccc2C#N)c1 (stereo not given)
 : -2.0	2.2	-15.2	0.2
- CCN1c2ncccc2C(=O)NC12CCN(C(=O)c1ccc3c(c1)nc(C)n3C)CC2
 : 0.4	-2.9	6.7	0.0
- O=c1oc2cc([N+](=O)[O-])ccc2n1CNc1ccccc1F
 : -0.6	6.1	1.9	0.0
- CCOc1ccc(N(CC(=O)NCc2ccco2)S(=O)(=O)c2ccc(SC)cc2)cc1
 : 0.1	2.1	-5.6	-0.5
- CCCCSc1nnc2c(n1)OC(c1ccc(OC)c(Br)c1)Nc1ccccc1-2 (stereo not given)
 : -0.9	-15.4	-4.5	-0.1
- CCCN(CCC)C(=O)CSc1nc2ncccc2[nH]1
 : -0.7	-4.1	-1.6	-0.2
- CC(C)(C)C(C(Oc1ccc(Cl)cc1)n1cncn1)n1nnnc1C(c1ccccc1)N1CCCCC1 (stereo not given)
 : 1.0	7.2	-1.1	0.0
- COC(=O)c1ccccc1NC(=O)NCc1ccc(Cl)c(Cl)c1
 : -0.1	11.4	8.0	-0.2
- COc1ccc(/C=N/N=C2/CC(C)(C)Cc3n[nH]c(=O)cc32)cc1
 : -1.6	-3.7	3.2	0.5
- Cn1cc(C2N3CC4(C)CN2CC(C)(C3)C4O)c2ccccc21 (stereo not given)
 : -0.6	-13.3	4.6	-0.1
- C=CCN1C(=O)/C(=C\c2ccc(OC)cc2)C(C(=O)OC)=C1C
 : 0.8	6.4	-8.5	0.0
- NC(=O)/C(=C\c1cccc2ccccc12)NC(=O)c1ccccc1
 : 1.1	-6.2	-1.2	-0.1
- CCOC(=O)N1CCN(C(=O)c2cccc(-n3ccc4ccccc43)c2)CC1
 : 0.3	-3.0	0.5	-0.2
- CC(C)n1nnnc1SCC(=O)Nc1nc(-c2ccc(F)cc2)cs1
 : 0.2	1.8	-0.4	-0.2
- CCn1nnc(NC(=O)c2ccc([N+](=O)[O-])c(C)c2)n1
 : 1.0	1.1	7.4	-0.1
- Cc1ccccc1N(CC(=O)NC(C)(C)C)S(C)(=O)=O
 : 1.0	-2.9	20.0	0.4
- CCOc1ccc2c(c1)CC(c1nc3c(F)cc(-c4ccnc(N)n4)cc3[nH]1)NC2 (stereo not given)
 : 0.8	-0.2	18.6	-0.1
- COc1ccc(NS(=O)(=O)c2cc(C(=O)Nc3ccccc3[N+](=O)[O-])c(Cl)cc2Cl)cc1
 : -0.4	-3.5	10.4	0.1
- COc1ccc(F)c(CC2(CCC(=O)N3CCN(C)C[C@@H]3C(C)C)CCC(=O)N2)c1 (stereo not given in full)
 : 0.5	9.2	5.1	0.1
- C=CCNC(=O)C/C(C)=N/NC(=O)c1cccc([N+](=O)[O-])c1
 : 0.6	-2.2	2.6	0.0
- COC(=O)C1=C(C)NC(=S)NC1c1ccc(O)cc1 (stereo not given)
 : 0.1	7.2	12.2	0.1
- CC(=O)c1c(C(C)=O)c(C)n(-c2ccccc2N)c1C
 : -1.6	10.8	3.3	0.1

Whole records, looked up by structure. Order of values: GPR151 ag | TEAD-YAP inh | MITF inh | FBW7 act
Cn1cc(C2N3CC4(C)CN2CC(C)(C3)C4O)c2ccccc21 (stereo not given) reads -0.6 | -13.3 | 4.6 | -0.1
C=CCN1C(=O)/C(=C\c2ccc(OC)cc2)C(C(=O)OC)=C1C reads 0.8 | 6.4 | -8.5 | 0.0
COc1ccc(NS(=O)(=O)c2cc(C(=O)Nc3ccccc3[N+](=O)[O-])c(Cl)cc2Cl)cc1 reads -0.4 | -3.5 | 10.4 | 0.1

Other entries.
Second line of a record – GPR151 ag	TEAD-YAP inh	MITF inh	FBW7 act
- CCc1ccc(NC(=O)CSC2=C(C#N)C(c3ccco3)C3=C(CCCC3=O)N2)cc1 (stereo not given)
 : 3.8	10.0	-5.6	-0.6
- Cc1ccnc(NS(=O)(=O)c2ccc(NC(=O)C34CCC5CC(CC(C5)C3)C4)cc2)n1
 : 0.1	1.6	9.0	-0.1
- O=C(CCC1(Cc2ccc3c(c2)OCO3)CCC(=O)N1)NCc1cc2ccccc2s1 (stereo not given)
 : 1.8	8.3	-2.5	0.1
- CCOC(=O)Cn1cc(C=C(C#N)C#N)c2ccccc21
 : -0.4	1.4	-5.3	0.3
- CC(C)Cn1c(N)c(C(=O)COC(=O)CN2C(=O)NC3(CCCC3)C2=O)c(=O)n(C)c1=O
 : -1.2	1.3	3.2	-0.1
- COc1ccc([N+](=O)[O-])cc1NC(=O)c1sc2ncn(CC(=O)N3CCOCC3)c(=O)c2c1C
 : -0.5	-1.3	-9.9	-0.1
- O=C(CN1CCOCC1)Nc1ccc(OC(F)(F)F)cc1
 : -0.8	-12.3	40.2	-0.1
- O=C(O)COc1ccc2ccccc2c1Br
 : -0.9	10.1	14.4	0.1
